# Bioassay records (PubChem BioAssay)
# MEKK2 mut-MEK5 – signal of MEK5 binding to mutant human MEKK2 PB1 domain | bead flow cytometry, Alexa488-MEK5 binding to MEKK2 mutant | percent response, % at 10 µM | 290,000 tested, 0.35% active | AID 1530; in the data active means percent response above about 24%, passing the limit was not always enough; further: inactives centre near 1; some results filed as inactive read as strong as hits
# GalR3 antag – antagonists of human GalR3; O60755; HEK293 GalR3-CNG cAMP membrane potential fluorescence; galR3 body fused to GalR1 C-terminus; inhibition, % at 3 µM; 360,000 tested, 0.44% active; AID 651719;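 active means inhibition above the screen-wide average plus 3 SD, cut at about 13% in these data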;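 further: forskolin and galanin both at EC90 stimulate the cells; cAMP rise reported by CNG channel membrane potential dye signal; 0% = forskolin plus galanin with DMSO and 100% = forskolin alone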
# Target sequence (O60755 1-299 limits assumed): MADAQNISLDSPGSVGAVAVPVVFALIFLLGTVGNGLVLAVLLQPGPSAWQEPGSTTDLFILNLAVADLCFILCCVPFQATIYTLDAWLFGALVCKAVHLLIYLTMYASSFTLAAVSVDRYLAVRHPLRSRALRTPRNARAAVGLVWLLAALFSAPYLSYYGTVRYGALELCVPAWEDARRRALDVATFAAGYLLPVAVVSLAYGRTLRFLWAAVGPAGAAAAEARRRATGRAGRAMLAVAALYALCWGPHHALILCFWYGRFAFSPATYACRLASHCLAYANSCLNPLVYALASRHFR
# MEKK2wt PB1 HTS – raises or lowers MEK5 binding to wildtype human MEKK2 PB1 domain | bead flow cytometry, Alexa488-MEK5 binding to MEKK2 WT; actives lie on both sides | binding response (% of control), % at 10 µM | 290,000 tested, 1.1% active; in the data active means binding response below about 67% or above about 130%
# V1R ag counter – V1a receptor agonism, counter-screen for OXTR agonists | P37288 | CHO-V1R cells, Fluo-8 calcium fluorescence, agonist mode; 0% DMSO, 100% 3 nM vasopressin | activation, % at 3 µM | 320,000 tested, 0.25% active | AID 2797;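 active means activation above the mean activation of all tested compounds plus 3 SD, per screening run, cut at about 20% in these data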;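 further: signal is peak over basal fluorescence ratio across a 100 second FLIPR read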
# Target sequence (P37288 whole entry, looked up): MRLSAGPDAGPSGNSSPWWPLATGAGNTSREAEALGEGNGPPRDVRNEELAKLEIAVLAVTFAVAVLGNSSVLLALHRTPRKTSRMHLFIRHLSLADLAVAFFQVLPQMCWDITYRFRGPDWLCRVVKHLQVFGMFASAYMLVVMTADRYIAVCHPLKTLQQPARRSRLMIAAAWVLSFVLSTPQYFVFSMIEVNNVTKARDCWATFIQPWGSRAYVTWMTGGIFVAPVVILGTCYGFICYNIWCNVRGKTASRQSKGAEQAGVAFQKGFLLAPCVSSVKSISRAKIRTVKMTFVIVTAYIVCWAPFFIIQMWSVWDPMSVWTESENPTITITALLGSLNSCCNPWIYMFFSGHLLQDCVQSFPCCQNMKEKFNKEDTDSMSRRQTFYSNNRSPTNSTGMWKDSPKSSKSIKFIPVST
# OXTR potentiate – potentiators of human oxytocin receptor. CHO-OTR cells, Fluo-8 calcium fluorescence, potentiator mode; 0% = oxytocin EC15, 100% = EC100. activation, % at 3 µM. 320,000 tested, 0.061% active;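 active means activation above that plate's cutoff, the mean activation of tested compounds plus 3 SD, cut at about 6.6% in these data, passing the limit was not always enough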;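 further: 100% uses oxytocin at 75 nM as the full agonist control; some results filed as inactive read as strong as hits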
# Target sequence (P30559 whole entry, looked up): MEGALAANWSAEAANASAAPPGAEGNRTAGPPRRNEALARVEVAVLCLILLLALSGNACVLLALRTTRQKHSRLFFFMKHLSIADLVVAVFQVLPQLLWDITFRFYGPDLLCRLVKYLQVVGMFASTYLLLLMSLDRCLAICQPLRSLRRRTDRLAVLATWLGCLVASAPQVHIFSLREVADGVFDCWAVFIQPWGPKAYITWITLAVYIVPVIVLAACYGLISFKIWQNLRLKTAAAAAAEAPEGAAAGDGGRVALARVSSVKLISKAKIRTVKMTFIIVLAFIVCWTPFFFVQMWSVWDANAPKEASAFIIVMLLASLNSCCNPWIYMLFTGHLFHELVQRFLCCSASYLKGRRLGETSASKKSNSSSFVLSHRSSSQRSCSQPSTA
#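 Assay system: CHO cell line stably expressing human OTR. Reagent: EC15 oxytocin agonist. Dosing: single dose, 3.0 µM nominal final compound concentration. Timing: compound 6 min at room temperature before oxytocin, 100 s read. Signal: kinetic Fluo-8 calcium fluorescence. Controls: oxytocin EC15 low and EC100 high.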
# OXTR ag – agonists of human oxytocin receptor; P30559; CHO-OTR cells, Fluo-8 calcium fluorescence; normalized: DMSO 0%, oxytocin 100%; activation, % at 3 µM; 320,000 tested, 0.32% active; AID 2435;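 active means activation above the mean of all tested compounds plus 3 SD, cutoff set per screening run, cut at about 20% in these data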;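 further: peak over basal fluorescence ratio from a 100 s FLIPR kinetic read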
# M18AAP inhibitor – PfM18AAP enzyme inhibition; recombinant PfM18AAP, H-Glu-NHMec fluorogenic cleavage; inhibition, % at 7.35 µM; 290,000 tested, 1.2% active; AID 1822;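 active means inhibition above the campaign mean inhibition over all tested compounds plus 3 SD, cut at about 28% in these data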;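 further: 0% = plate median of test compound wells and 100% = 2 mM ZnCl2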
# NALP1 yeast inh – NALP1 inhibition | S. cerevisiae NALP1/ASC/caspase-1 growth, X-gal OD620, 72 h | inhibition, % at 10 µM | 280,000 tested, 0.61% active; in the data active means inhibition mostly above about 24%, no sharp cut-off; inactive means mostly below about 32%; further: some compounds called inactive have numbers as strong as hits
# GPR7 antag – blocks human GPR7 receptor signaling | 290,000 tested, 1.1% active | inhibition, % at 4.4 µM | P48145 | GPR7-expressing cells, fluorescence antagonist assay; in the data active means inhibition above about 16%, passing the limit was not always enough;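 further: cells stimulated with the agonist NPW; 0% = agonist with vehicle and 100% = vehicle without agonist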
# The depositor's hits bear a star; nt = not tested or not shown.
# Every second line gives: MEKK2 mut-MEK5, GalR3 antag, MEKK2wt PB1 HTS, V1R ag counter, OXTR potentiate, OXTR ag, M18AAP inhibitor, NALP1 yeast inh, GPR7 antag
- O=C(NC1=NCCS1)c1cccs1
    7, 8, 108, 1.5, -4, 0.5, 1, 6, -6
- CCCCCn1c(N)c(-c2nc3ccccc3s2)c2c([N+](=O)[O-])nn(CC)c(=O)c21
    6, -2, 102, -0.2, -2, -1.1, -5, 17, -5
- COc1ccc(/C=N/Nc2nn3cnnc3c3ccccc23)cc1
    -5, -2, 99, -0.9, 0, -1.9, 38*, 6, -5
- CS(=O)(=O)N1CCc2cc(C(=O)Nc3ccc(O)cc3)ccc21
    10, 1, 111, 1.1, 1, 1.5, 12, 6, -12
- COC(=O)C1CN(C(=O)COc2ccccc2)c2ccccc2O1 (configuration not stated)
    -1, -5, 101, 0.4, -2, -0.2, -6, 17, -10
- Cc1ccc(S(=O)(=O)NCC(=O)N(CC(=O)NC2CCCC2)c2ccc3c(c2)OCCO3)cc1
    -2, 3, 98, nt, nt, nt, -11, 19, -13
- Cn1c(Cn2c(=O)sc3ccccc32)nnc1SCC(=O)Nc1ccccc1F
    0, 2, 102, 0.9, 6, -0.2, -12, 11, -1
- O=S1(=O)CCC(NC(=S)N2CCOCC2)C1 (configuration not stated)
    1, -3, 103, 1.0, -12, 0.2, 10, 32, -6
- COc1cccc(OCc2nnc(SCC(=O)OCc3ccccc3)o2)c1
    8, -6, 103, 0.3, 0, 2.1, -9, 36, -2
- CCOC(=O)c1sc(=S)n(-c2ccc(Cl)cc2)c1C
    4, -5, 101, -1.5, -3, -2.8, -3, 6, -15
- COc1ccc2cc(CN(CC3CCCO3)C(=O)Nc3ccccc3)c(=O)[nH]c2c1 (configuration not stated)
    -11, -7, 89, -0.6, 0, -1.7, 1, 7, 9
- Cc1cccc(NC(=O)Cn2nnc(C(=O)NCc3cccs3)c2N)c1C
    2, -4, 103, 0.3, -8, 0.4, -20, -8, -1
- CSCCC(NS(=O)(=O)/C=C/c1ccccc1)C(=O)NCCc1ccc(S(N)(=O)=O)cc1 (configuration not stated)
    8, -5, 102, -0.4, -11, -0.4, -9, 23, -6
- CN(C)c1cccc(NC(=O)C2(C)CC2(Cl)Cl)c1 (configuration not stated)
    0, -2, 100, -1.9, 2, -1.7, 11, 31, -4
- Cc1nn(CC(=O)Nc2ccc(Cl)cn2)c(C)c1Br
    -3, -2, 95, 7.7, -2, -0.5, -2, 36, 1
- COc1ccc(S(=O)(=O)N(C)CC(=O)O)c2ccccc12
    -11, 0, 88, 0.5, -9, -0.5, 2, 4, -11
- O=C(COc1cc2oc(=O)c3c(c2cc1Cl)CCC3)Nc1ccc(CN2CCOCC2)cc1
    -9, 3, 99, 1.7, -4, 0.1, -4, 33, -2
- C=CCNC(=S)NNC(=O)c1ccc(OCC)cc1
    nt, -6, nt, 0.8, -2, -0.5, 19, -18, 13
- Cc1cc(NC(=O)CSc2c[nH]c3ccccc23)no1
    5, 2, 104, 2.0, 6, -0.1, 0, 2, -7
- Cc1oc(CC(C)C)c(CN2CCCC2)c1C(=O)O
    10, -1, 106, 2.3, -6, 0.8, 4, 16, 6
- C=CCN(CC=C)C(=O)CCc1nnc(CCc2c[nH]c3ccccc23)o1
    0, 0, 99, 1.9, -4, 1.6, -9, 7, 7
- Cc1ccc(N2CC(C(=O)OCC(=O)Nc3ccc(F)cc3F)CC2=O)cc1 (configuration not stated)
    nt, -5, nt, 1.1, 5, 8.1, nt, nt, nt
- COc1ccc(/C=N/NC(=O)CCCCCNC(=O)c2ccccc2)cc1
    1, -2, 104, -1.6, -7, -2.4, 7, 14, -2
- Cc1ccccc1-c1noc(CNC(=O)COc2ccccc2)n1
    -5, -4, 94, -0.7, -8, -0.9, -6, 0, -3
- CCOC(=O)C1=C(C)N(CC(C)C)C(=O)/C1=C\c1cccs1
    -5, -4, 96, -0.4, -2, -3.1, -2, -9, -11
- CS(=O)(=O)N1CCC(C(=O)Nc2cc(Cl)cc(Cl)c2)CC1
    3, -4, 104, 0.9, -19, 1.9, 0, -6, -16
- Cc1ccc(C(=O)N2CCN(S(=O)(=O)c3ccccc3[N+](=O)[O-])CC2)o1
    -7, -5, 97, 0.7, 5, 0.3, 0, -2, 1
- Cc1ccc(C)c(S(=O)(=O)Nc2cc3c4c(c2)CCC(=O)N4CCC3)c1
    nt, -2, nt, 0.6, -5, 1.5, nt, nt, nt
- CC[C@]12CCCN3CCc4c(n(c5ccccc45)C(=O)C1)[C@@H]32
    nt, 0, nt, 0.8, -6, -0.1, nt, nt, nt
- Cc1ccc(OCC(=O)NNC(=O)c2cc3ccccc3o2)cc1
    -4, 0, 98, 0.3, -4, -1.4, 7, 8, -14

# Brought forward from above: 4 compounds; new compounds follow.
# Every second line gives: MEKK2 mut-MEK5, GalR3 antag, MEKK2wt PB1 HTS, V1R ag counter, OXTR potentiate, OXTR ag, M18AAP inhibitor, NALP1 yeast inh, GPR7 antag
- Cc1ccc(C(=O)N2CCN(S(=O)(=O)c3ccccc3[N+](=O)[O-])CC2)o1
    -7, -5, 97, 0.7, 5, 0.3, 0, -2, 1
- Cc1ccc(C)c(S(=O)(=O)Nc2cc3c4c(c2)CCC(=O)N4CCC3)c1
    nt, -2, nt, 0.6, -5, 1.5, nt, nt, nt
- CC[C@]12CCCN3CCc4c(n(c5ccccc45)C(=O)C1)[C@@H]32
    nt, 0, nt, 0.8, -6, -0.1, nt, nt, nt
- Cc1ccc(OCC(=O)NNC(=O)c2cc3ccccc3o2)cc1
    -4, 0, 98, 0.3, -4, -1.4, 7, 8, -14
- CCN(CC)CC(=O)Nc1ccc(C)cc1Br
    3, 2, 99, -0.8, -12, -2.1, 0, -3, -20
- COCCn1c(=NC(=O)c2cc(Cl)sc2Cl)sc2cc(S(N)(=O)=O)ccc21
    -2, 0, 104, 0.5, -4, 2.5, 0, 35, 5
- CS(=O)(=O)c1ccc(C(=O)OCc2nnc(-c3ccc(Cl)cc3)o2)cc1[N+](=O)[O-]
    -2, nt, 101, 0.6, -8, 0.8, -10, -6, 35*
- C=CCn1c(=O)c2ccccc2n2c(SC(C)C(N)=O)nnc12 (configuration not stated)
    3, -4, 103, 0.8, -12, 0.2, -5, 14, 5
- COC(=O)c1ccc(C(=O)OC)c(NC(=O)C(C)C)c1
    -13, -5, 85, 0.6, -9, -0.3, 0, -31, 8
- CC(=O)c1ccccc1NC(=O)CSc1nc2ccccc2c(=O)n1CCCN1CCOCC1
    nt, 2, nt, 0.7, 0, 1.3, nt, nt, nt
- COc1cccc(OC)c1OCCCNC1CCCC1
    -3, -8, 94, 0.0, -2, 0.4, 7, 18, -11
- CC1=Nc2cccc([N+](=O)[O-])c2NC(=O)C1
    3, 2, 105, nt, nt, nt, -6, -8, -11
- CC(NC(=O)C(=O)N/N=C\c1ccc([N+](=O)[O-])cc1)c1ccccc1 (configuration not stated)
    -7, -4, 86, 0.4, 3, 0.3, 3, 3, -10
- Cc1ccc(NC(=O)CNC(=O)c2ccc(C(C)(C)C)cc2)cc1S(=O)(=O)N1CCOCC1
    nt, -4, nt, 1.5, -5, 0.2, nt, nt, nt
- Cc1nn(C)c(Cl)c1CN1CCC(CO)(CCOc2ccccc2)CC1
    -5, 0, 96, 3.6, 4, 3.0, 0, 4, -4
- CCN(CC)CCN1C(=O)C(=O)/C(=C(/O)c2c(C)[nH]c(C(=O)OC)c2C)C1c1ccccc1 (configuration not stated)
    -6, -3, 101, -0.8, -2, 0.3, -11, -2, 1
- Cc1noc(C)c1S(=O)(=O)Nc1cc(C(F)(F)F)ccc1N1CCOCC1
    -4, 7, 99, -0.3, -12, 0.4, 9, 16, -2
- COc1ccc(OC)c2[nH]c(=O)c(CCNS(=O)(=O)c3ccc(C)cc3)cc12
    nt, -1, nt, 0.2, -13, -0.7, 6, 2, -12
- N#CCCN(C(=O)Cn1nc(C(=O)O)c2ccccc2c1=O)c1ccccc1
    -3, -1, 97, 1.6, -12, 1.5, -8, 20, -2
- COCCn1c(SCC(=O)c2ccc3c(c2)OCCO3)nnc1C(C)C
    -2, -2, 91, 1.6, -2, 1.3, 1, nt, -13
- Fc1ccc(-c2nnc3sc(C4COc5ccccc5O4)nn23)cc1 (configuration not stated)
    -2, -4, 93, 2.2, -8, 1.5, -8, 3, -15
- CCOc1ccccc1OCC(=O)NCCc1ccc(S(N)(=O)=O)cc1
    -2, 1, 98, -0.5, -16, 0.6, -2, 15, -6
- O=C(Nc1ccccc1C(=O)OCC(=O)N1CCc2ccccc2C1)c1ccco1
    -2, -2, 94, -0.1, -4, -1.3, -9, 34, 3
- O=C(CN1C(=O)NC2(CCCCC2)C1=O)Nc1ccc(Cl)cc1
    nt, -7, nt, 0.4, -6, 0.6, nt, nt, nt
- C/C(CCc1ccco1)=N\NC(=O)CNc1cccc2ccccc12
    -4, 4, 101, 0.9, -6, 1.2, 14, -18, 1
- CNC(=O)C1Cc2ccccc2CN1S(=O)(=O)c1cccs1 (configuration not stated)
    -2, -4, 98, 1.1, 4, 0.1, -7, -18, -2
- O=C(CCN1C(=O)C2C3CCC(C3)C2C1=O)OCC(=O)c1ccc(Br)cc1 (configuration not stated)
    -5, -1, 99, 9.0, -9, 7.1, 5, 14, 12
- O=C(O)c1ccc(/C=N/NC(=O)c2cc3c(ccc4ccccc43)o2)cc1
    1, -6, 97, -0.6, -3, 0.1, 6, -20, -1
- Cc1ccc(O)c(C(CC(=O)NCc2cccnc2)c2ccccc2)c1 (configuration not stated)
    -4, -4, 89, -0.4, 0, -1.2, 2, 13, -14
- O=C1C2ON(c3ccccc3)C(c3cccnc3)C2C(=O)N1Cc1ccccc1 (configuration not stated)
    2, -5, 101, 1.8, -5, 1.1, 1, -24, -6
- CCCCCn1c(=O)[nH]c2cc(C(=O)N3CCN(C(=O)OCC)CC3)ccc2c1=O
    6, -7, 107, 3.3, -8, -0.1, -13, 8, -8
- CCCC(C)NS(=O)(=O)c1ccccc1 (configuration not stated)
    1, -2, 95, -0.1, 9, -1.5, 0, 12, -14
- COc1nc(NCc2ccc(Cl)cc2)nc(OC)n1
    -3, -5, 92, -0.2, -5, -1.9, -2, -24, -5
- O=C(Nc1cc(N2CCCCC2)ncn1)c1ccccc1
    -3, -10, 103, -0.5, -2, -1.1, -1, -3, 6
- COc1ccc(Br)cc1S(=O)(=O)N1CCCc2ccccc21
    6, -11, 108, -1.2, -6, -1.7, -1, -9, -9
- COc1ccc(N2CC(C(=O)NCCc3ccc(OC)c(OC)c3)CC2=O)cc1 (configuration not stated)
    -4, -3, 99, -0.3, 2, 0.2, 2, 8, -1
- N#Cc1nc(Nc2cc(F)cc(F)c2)c2ncn(CC(F)F)c2n1
    nt, -4, nt, 0.9, -7, 2.5, nt, nt, nt
- Cn1c(N)c(C(=O)Nc2ccc3ccccc3c2)sc1=S
    nt, -6, nt, -0.1, -7, 0.0, 21, -10, 18
- CCc1ccccc1NC(=O)CN(C)C(=O)CSc1nc2cc(Cl)ccc2s1
    -2, 1, 103, 4.7, -7, -1.2, 0, 13, -2
- CCCc1nnc2n1N=C(c1ccc(-c3cc(Cl)ccc3Cl)o1)CS2
    -3, nt, 93, nt, nt, nt, 0, 1, -4
- CCOCCCNC(=O)CN1N=C(c2ccc(C)cc2)CCC1=O
    0, -10, 101, -1.0, 1, -1.3, 3, 31, 4
- O=C(NCc1ccncc1)c1cc(C(=O)C2CCCCC2)c[nH]1
    -2, 1, 97, 1.8, -4, 0.3, 6, -22, -7
- O=C(NCCCN1CCOCC1)c1c(F)cccc1F
    3, -7, 104, 0.1, -2, 0.5, -3, 11, -12
